KAT2A inh: GCN5L2 (KAT2A) acetyltransferase inhibition; hit rate 0.21% among 390,000; GCN5L2 HAT assay, ThioGlo1 CoA-SH fluorescence; Q92830; Potency, µM (series often up to 58.9 µM), for inactives: at the highest dose activity change, negative = inhibition, actives largely listed as inhibitors
Target sequence (Q92830 whole entry, looked up): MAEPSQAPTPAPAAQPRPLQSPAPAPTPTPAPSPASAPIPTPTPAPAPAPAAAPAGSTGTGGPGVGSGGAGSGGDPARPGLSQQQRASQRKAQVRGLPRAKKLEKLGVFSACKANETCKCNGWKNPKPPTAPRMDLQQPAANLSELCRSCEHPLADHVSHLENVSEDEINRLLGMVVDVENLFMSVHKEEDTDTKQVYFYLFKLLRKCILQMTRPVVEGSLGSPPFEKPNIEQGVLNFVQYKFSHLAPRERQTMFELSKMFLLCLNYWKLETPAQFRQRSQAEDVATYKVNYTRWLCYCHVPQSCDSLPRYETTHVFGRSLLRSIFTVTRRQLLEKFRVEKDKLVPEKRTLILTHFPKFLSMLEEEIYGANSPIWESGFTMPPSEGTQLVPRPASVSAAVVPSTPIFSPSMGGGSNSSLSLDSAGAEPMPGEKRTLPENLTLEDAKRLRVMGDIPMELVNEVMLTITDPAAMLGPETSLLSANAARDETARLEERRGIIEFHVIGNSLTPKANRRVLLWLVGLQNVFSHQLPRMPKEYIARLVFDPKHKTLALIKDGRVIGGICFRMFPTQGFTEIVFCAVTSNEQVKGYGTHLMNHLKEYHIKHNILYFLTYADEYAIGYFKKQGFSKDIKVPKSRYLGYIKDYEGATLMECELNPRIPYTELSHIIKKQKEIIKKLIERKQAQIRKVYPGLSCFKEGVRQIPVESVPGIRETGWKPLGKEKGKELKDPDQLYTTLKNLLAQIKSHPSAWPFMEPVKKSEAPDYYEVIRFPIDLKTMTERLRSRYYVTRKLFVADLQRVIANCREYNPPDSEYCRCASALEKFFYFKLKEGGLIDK
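GCN5L2 (20nM final) in 50mM HEPES, 0.1mM EDTA pH 7.5, 0.01% Tween-20 was preincubated 15 min at room temperature with compound, then given ThioGlo1 (50uM), H3(1-25) peptide (75uM) and acetyl-CoA (70uM); CoA-thiol fluorescence (Ex340/Em540) was read at 0 and 20 min.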
DT40 TDP1 CPT: DT40-hTDP1 cell growth loss with CPT; chicken DT40 Tdp1-/-;hTDP1 cells + 20 nM CPT, ATP luminescence, 48 h; Potency, µM (top dose mostly 46.2 µM), without a hit: top-dose activity change, negative = growth inhibition, usual class: inhibitors; hit rate 12% among 420,000; AID 686979; also: nearly all actives have a fitted effect of over 55% in size
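Chicken DT40 Tdp1-/- cells stably complemented with human TDP1 were seeded at 400 cells/well in medium containing 20 nM camptothecin, exposed to pin-transferred compounds, and grown at 37 °C for at least 48 hr. Viability was read as ATP luminescence.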
DT40 TDP1 no CPT: qHTS for Inhibitors of human tyrosyl-DNA phosphodiesterase 1 (TDP1): qHTS in cells in absence of CPT | hit rate 15% among 420,000 | AID 686978, 2013 | Potency, µM (highest dose often 46.2 µM), inactives show at the top dose activity change, negative = growth inhibition, hits mostly inhibitors | DT40 Tdp1-/- hTDP1 cells, no CPT, ATP luminescence, 48 h; also: nearly all actives have a fitted effect of over 55% in size
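Chicken DT40 Tdp1-/- cells stably complemented with human TDP1 were seeded at 400 cells/well with DMSO in place of 20 nM camptothecin. After compound pinning, cells grew at least 48 hr at 37 °C; viability read by CellTiter-Glo luminescence.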
* = called active by the depositor; ? = inconclusive; . = no result given; [ ] = dose if it differs, or a comment. Calls follow the shape of the dose curve; as a rule, active = well fitted curve in the direction sought with a large enough effect; inconclusive = small, poorly fitted or top-dose-only effect, or another doubt; inactive = no such curve, though single readings can be large; an effect the other way counts as inactive or inconclusive. % is scaled to controls: 0 for no effect and ±100 for the full control effect; potency is read from the fitted curve at half-maximal effect. Some of the compounds tested (hit frequency here may not be typical).

SMILES	KAT2A inh	DT40 TDP1 CPT	DT40 TDP1 no CPT
COCCNC(=O)C(C)OC(=O)c1nsc(Cl)c1Cl (stereo unspecified)	-2%	-3%	-6%
COc1ccc(Cc2nnc(SCC(=O)Nc3cc(Cl)ccc3C)[nH]c2=O)cc1	1%	-5%	?
CC(=O)Nc1cc(-c2nn(C)c(=O)c3ccccc23)ccc1N1CCOCC1	-7%	27%	5%
COc1ccc(C(C)(O)c2nc(/C=C/c3ccccc3)cs2)cc1 (stereo unspecified)	.	?	?
O=C(NC1CCCC1)C(C1CC1)n1c(C2CCCC2)nc2ccccc21 (stereo unspecified)	.	?	?
COC(=O)c1c(N)sc2c1CCN(c1ncc(C(F)(F)F)cc1Cl)C2	-4%	?	?
Cn1c(=O)c(=O)n(C)c2cc(S(=O)(=O)Nc3ccc4c(c3)OCCO4)ccc21	-7%	?	?
COC(=O)c1ccc(COc2ccccc2/C=N/NS(=O)(=O)c2ccc(C)cc2)cc1	-4%	18µM*	?
O=C(Nc1cc(Cl)ccc1-n1cncn1)c1cncc(Br)c1	-3%	-6%	-12%
COC(=O)c1sccc1NC(=O)c1ccco1	-13%	-2%	2%
CC(Oc1ccc(Cl)cc1)C(=O)/C=C/N(C)C (stereo unspecified)	-14%	-15%	-14%
O=C(Nc1nccs1)c1ccc(N2C(=O)[C@@H]3[C@H](C2=O)[C@H]2C=C[C@@H]3C2)cc1	1%	-22%	-28%
Cc1cnc(NC(=O)c2c(-c3ccccc3)noc2C)s1	-2%	-23%	4%
O=C1CCCN1C(=O)COc1ccccc1[N+](=O)[O-]	-18%	-8%	-17%
Cc1cc(Nc2ccc(F)cc2)n2c(nc3ccccc32)c1C#N	-1%	?	?

Six compounds from above, ordered by count of non-hydrogen atoms, lowest first.
SMILES	KAT2A inh	DT40 TDP1 CPT	DT40 TDP1 no CPT
CC(Oc1ccc(Cl)cc1)C(=O)/C=C/N(C)C (stereo unspecified)	-14%	-15%	-14%
COc1ccc(C(C)(O)c2nc(/C=C/c3ccccc3)cs2)cc1 (stereo unspecified)	.	?	?
COC(=O)c1c(N)sc2c1CCN(c1ncc(C(F)(F)F)cc1Cl)C2	-4%	?	?
O=C(Nc1nccs1)c1ccc(N2C(=O)[C@@H]3[C@H](C2=O)[C@H]2C=C[C@@H]3C2)cc1	1%	-22%	-28%
Cn1c(=O)c(=O)n(C)c2cc(S(=O)(=O)Nc3ccc4c(c3)OCCO4)ccc21	-7%	?	?
COC(=O)c1ccc(COc2ccccc2/C=N/NS(=O)(=O)c2ccc(C)cc2)cc1	-4%	18µM*	?

Record cards (already shown):
`COc1ccc(C(C)(O)c2nc(/C=C/c3ccccc3)cs2)cc1` (stereo unspecified) across the screens: KAT2A inh: .; DT40 TDP1 CPT: ?; DT40 TDP1 no CPT: ?
`Cc1cc(Nc2ccc(F)cc2)n2c(nc3ccccc32)c1C#N` across the screens: KAT2A inh: -1%; DT40 TDP1 CPT: ?; DT40 TDP1 no CPT: ?

(next part)
SMILES	KAT2A inh	DT40 TDP1 CPT	DT40 TDP1 no CPT
O=C(CCN1C(=O)C2CC=CCC2C1=O)Nc1nccs1 (stereo unspecified)	?	9%	7%
CCN(CC)C(=O)c1cccc(-c2csc(C(C)(NC(C)=O)c3ccccc3)n2)c1 (stereo unspecified)	.	?	?
CCc1nc(SCC(=O)Nc2ccc(F)cc2F)c2c(=O)n(C)c(=O)n(C)c2n1	-3%	?	?
CC(C)c1ccc(CC(=O)N2CCC2(C)C(=O)NS(=O)(=O)c2ccc(Cl)s2)cc1 (stereo unspecified)	.	3%	11%
FC(F)(F)c1ccccc1Cc1c(-c2cccc(Cl)c2)nc2ccc(Br)cn12	.	?	?
CCOc1ccc(C(=O)c2cn(CC(=O)Nc3cccc(OC)c3)c3cc4c(cc3c2=O)OCCO4)cc1	1%	-26%	?
O=C(CSCc1cccc(Br)c1)NC1CC1	-1%	-13%	-15%
CCOC(=O)C1CCN(C/C=C/c2ccccc2OC)CC1	2%	-7%	-13%
O=C(CSc1nc2c(c(C(F)(F)F)n1)CCc1ccccc1-2)NCc1ccccc1	0%	?	26µM*
O=C(NCCN1C(=O)S/C(=C\c2ccc(Cl)c(Cl)c2)C1=O)c1ccc2c(c1)C(=O)N(Cc1ccncc1)C2=O	?	13µM*	12µM*
Cc1cccc(-c2nc(=S)c3c(n2Cc2ccco2)CCCC3)c1	-4%	21µM*	?
COc1ncc2nc(-c3ccc(F)cc3)c(=O)n(C)c2n1	-11%	-9%	3%
Cc1ccc(Cl)cc1-c1cc(C(=O)NCC2CCCCC2)[nH]n1	.	?	18µM*
O=C(c1ccccc1Br)N1CCc2c([nH]c3ccccc23)C1	?	-25%	-15%
CC(C)(C)OC(=O)NCCCCCNC(=O)c1nc[nH]c1C(=O)NCC(=O)OCc1ccccc1	0%	?	15µM*
CCOc1ccccc1NC(=O)COC(=O)c1ccc2ccccc2n1	-5%	-9%	7%
COc1ccc(S(=O)(=O)N2CCc3ccccc32)cc1NC(C)=O	0%	-3%	-30%
COc1ccc(N2C3=C(C(=O)CC(C)(C)C3)C(c3cnn(C)c3)C3=C2CC(C)(C)CC3=O)cc1	?	-7%	?
O=C(NNCS(=O)(=O)O)c1ccncc1	6%	2%	0%
CCC(C#CCN1CCOCC1)(CC)OCCC#N	-6%	?	-33%
Cc1csc(SCC(=O)Nc2ccc3[nH]c(=O)[nH]c3c2)n1	-1%	9%	-8%
COc1ccc(OC)c(CCNC(=O)CCn2ccc3cc(S(=O)(=O)N4CCCC4)ccc32)c1	-2%	?	-2%
CCCCN(C)C(=O)c1cc2cc3cc(OC)ccc3nc2o1	-4%	?	?
CCCCOc1nc2ccccc2nc1NS(=O)(=O)c1ccc(F)cc1	0%	-4%	-2%
CCCCC(CC)C(=O)Nc1ccc(C)c(O)c1 (stereo unspecified)	-2%	?	-23%
CC(=O)N[C@@H](CC(=O)O)C(=O)N[C@@H](CCC(=O)O)C(=O)O	2%[21.4 µM]	11%	-6%
CCOC(=O)C1CCN(C(=O)COc2ccc(N(C)S(=O)(=O)c3cccs3)cc2)CC1	-3%	-29%	-10%
O=C(CSc1nnc(Nc2ccccc2F)s1)Nc1cccc(S(=O)(=O)N2CCCCC2)c1	-7%	?	?
CNc1ncnc2ccc(-c3ccccc3CN(C)C)cc12	-25%	?	?
O=C(N/N=C/c1ccccn1)c1cc(C2CC2)[nH]n1	1%	-2%	0%

Next part, overlapping the part above by 3 compounds.
SMILES	KAT2A inh	DT40 TDP1 CPT	DT40 TDP1 no CPT
O=C(CSc1nnc(Nc2ccccc2F)s1)Nc1cccc(S(=O)(=O)N2CCCCC2)c1	-7%	?	?
CNc1ncnc2ccc(-c3ccccc3CN(C)C)cc12	-25%	?	?
O=C(N/N=C/c1ccccn1)c1cc(C2CC2)[nH]n1	1%	-2%	0%
CC(C)(C)NC(=O)CCc1ncc(C(F)(F)F)cc1Cl	-5%	7%	-14%
O=C(O)c1cccc(S(=O)(=O)N(Cc2ccccc2)c2ccccc2)c1	1%	13%	8%
CC(C)Cn1c(N)c(C(=O)COC(=O)C2=COCCO2)c(=O)n(C)c1=O	-10%	-7%	-30%
Cc1nn(C)c(C)c1S(=O)(=O)N(CC(=O)Nc1ccc2c(c1)OCO2)c1ccc(C(C)C)cc1	-2%	-15%	-12%
Fc1cccc(Nc2ncnc3[nH]ncc23)c1	-3%	-6%	-15%
CC(=O)NC(CC(=O)NCc1ccncc1)c1ccccc1 (stereo unspecified)	-7%	35%[activator]	21%
O=c1ccc(C(F)(F)F)cn1Cc1cc(=O)n2ccsc2n1	-9%	6%	0%
CC(=O)c1ccc(S(=O)(=O)N(C)CCCC(=O)N(C)Cc2c(F)cccc2Cl)cc1	-5%	?	?
COc1ccc(S(=O)(=O)NNS(=O)(=O)c2ccc(OC)c(OC)c2)cc1OC	.	-12%	-17%
CCN(CC)C(=O)C(Cc1ccccc1)N1C(=O)c2ccccc2C1=O (stereo unspecified)	0%	?	?
c1cc(-c2noc(CCC3CCCC3)n2)ccn1	1%	-17%	?
Clc1ccc(Cn2c(CN3CCCC3)nc3ccccc32)cc1	-1%	?	7.2µM*
Cc1c(C(=O)O/N=C(\N)c2ccccn2)cccc1[N+](=O)[O-]	-4%	?	?
CCOC(=O)c1ccc(N2C(=O)c3n[nH]c(-c4ccco4)c3C2c2cccc(F)c2)cc1 (stereo unspecified)	-20%	18µM*	21µM*
Cc1ccc(-n2c(C)cc(C)c(C#N)c2=O)cc1C	1%	14%	10%
O=c1nc2ccccc2c(NS(=O)(=O)c2ccc(Cl)cc2)n1-c1ccccc1	3.2µM*	-18%	-23%
Cc1cc(=O)oc(C)c1C(=O)Nc1c(C)n(C)n(-c2ccccc2)c1=O	-6%	4%	-6%
COc1ccc(C(=O)Nc2cccc(C(C)=O)c2)cc1S(=O)(=O)N1CCOCC1	-2%	-11%	-10%
CCn1c(SCC(=O)Nc2ccc3c(c2)OCO3)nc2c(c1=O)SC(C)C2 (stereo unspecified)	-20%	?	?
COc1ccc([C@H]2CC(=O)C=C(c3c(OC)cccc3OC)C2)cc1	-13%	2.9µM*	2.1µM*
CC(=NN1CC(=O)NC1=O)c1ccc([N+](=O)[O-])o1	.	?	16µM*
O=C(CCNS(=O)(=O)c1ccccc1C(F)(F)F)N1CCN(c2ccccc2O)CC1	3%	?	?
O=C(Nc1ccccc1N1CCCCC1)c1ccc(Cl)c([N+](=O)[O-])c1	-12%	?	18µM*
Cc1cccc(-c2nc(CCNC(=O)c3ccccc3Br)cs2)c1	5%	18µM*	21µM*
CCc1c(C)n([O-])c2c([n+]1=O)CCC2	2%	-25%	-15%
COC(=O)c1ccc2c(=O)n(-c3ccc(OC)cc3)c(=S)[nH]c2c1	-2%	-8%	-13%
O=C(N1CCOCC1)N1CCN(c2ccccn2)CC1	-5%	4%	4%
CN(C)CCCN(Cc1ccccc1)C(=S)Nc1ccc(SC(F)F)cc1	7%	18µM*	23µM*
CC(C)CCNC(=O)c1onc(CSc2ccncc2)c1C(=O)NCCC(C)C	-4%	?	?
CN1C(=O)[C@H]2[C@@H](C3CC3)N3C(=O)CN(CC4CC4)C(=O)[C@@]3(C)[C@H]2C1=O	-3%	2%	-5%
CCOC(=O)CCc1c(C)nc2c(-c3ccccc3)c(C)[nH]n2c1=O	-8%	-27%	-26%
O=C(O)CCN1CCc2ccccc2C1c1cccs1 (stereo unspecified)	-2%	4%	-8%
COc1ccc(N(CC(=O)NCCSc2ccccc2)S(=O)(=O)c2ccccc2)c(OC)c1	-7%	?	13µM*
c1ccc(Nc2nc(N3CCCCC3)nc(N3CCCCC3)n2)cc1	0%	?	?
O=C(Nc1ccc(Cl)c(C(F)(F)F)c1)[C@@H]1CC=C[C@@H]2CCN(C3CC3)C(=O)[C@@H]21	.	?	?
N/C(=N/OC(=O)c1ccccc1Cl)c1nonc1N	-8%	?	-10%
COc1cccc(NC(=O)c2ccc3c(c2)OCCO3)c1	7%	?	?
Cc1ccc(S(=O)(=O)N2CCC(C(=O)N[C@@H](C)C(=O)NCc3ccccc3)CC2)cc1	-5%	-8%	1%
Cc1noc(C)c1CSc1nc2ccccc2c(=O)n1-c1ccc(Cl)cc1	-10%	18µM*	15µM*
COc1ccccc1CCNC(=O)C1CCN(c2nc3ccccc3nc2C(F)(F)F)CC1	8%	16µM*	7.3µM*
CC(=O)CCC(=O)OCC(=O)c1ccc(C(F)(F)F)cc1	-3%	7%	-3%
COc1ccc(C(=O)c2oc3ccc(OC)cc3c2NC(C)=O)cc1	-5%	-10%	-14%
CN1C(=O)[C@H]2[C@@H](/C=C/c3ccccc3)N3C(=O)CN(CCO)C(=O)[C@@]3(C)[C@H]2C1=O	0%	4%	-3%
COc1ccc(-c2c(C)nn3c(C(F)(F)F)cc(C)nc23)cc1OC	-2%	-28%	?
CCOC(=O)CCNC(=O)N1CCCC(CNS(=O)(=O)Cc2ccccc2)C1 (stereo unspecified)	-2%	10%	0%
O=C(NCCCO)c1cc2c(cn1)[nH]c1ccccc12	-4%	-21%	-15%
c1ccc(-c2nc3nc4ccccc4nc3n2CC2CCCO2)cc1 (stereo unspecified)	1%	?	15µM*
CCc1cc2c(SCC(=O)N(CC)c3c(N)n(Cc4ccccc4)c(=O)[nH]c3=O)ncnc2s1	-7%	?	?
O=C(CCN1N=C(c2ccccc2)CCC1=O)NCCc1ccc(Cl)cc1	1%	?	?
CC(C)CN(CC(C)C)S(=O)(=O)N1CCC(C(=O)NCc2ccc3c(c2)OCO3)CC1	-11%	-20%	-23%
CC(C)NC(=O)N1CC[C@@]2(CCCN(C(=O)c3cccn3C)C2)C1	-1%	-1%	-10%
COc1cccc(CN(C)CCCn2cnc(C(=O)Nc3ccc(C)c(C)c3)n2)c1	.	21µM*	?
O=C(Nc1ccc(Cl)cn1)c1ccc(Oc2ccccc2)cc1	1%	3%	?
Cc1ccc(NC(=O)c2cc(S(=O)(=O)N3CCCC3)cn2C)cc1C	-24%	-9%	-15%
